# Screens as filed in PubChem BioAssay.
# ALDH1A1 inh = ALDH1A1 (human) enzyme inhibition. P00352. Purified ALDH1A1, NADH fluorescence, propionaldehyde substrate. Potency, µM (top dose mostly 75.3 µM), without a hit: at the highest dose activity, negative = inhibition, hits mostly inhibitors. hit rate 7.3% among 220,000; active = well fitted inhibition curve with a large enough effect, not every such curve was filed as active; inconclusive = small, poorly fitted or top-dose-only effect, or another doubt; inactive = no such curve, though single readings can be large or run the other way;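 note: plate controls were no enzyme wells and a reference inhibitor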
# Target sequence (P00352 whole entry, looked up): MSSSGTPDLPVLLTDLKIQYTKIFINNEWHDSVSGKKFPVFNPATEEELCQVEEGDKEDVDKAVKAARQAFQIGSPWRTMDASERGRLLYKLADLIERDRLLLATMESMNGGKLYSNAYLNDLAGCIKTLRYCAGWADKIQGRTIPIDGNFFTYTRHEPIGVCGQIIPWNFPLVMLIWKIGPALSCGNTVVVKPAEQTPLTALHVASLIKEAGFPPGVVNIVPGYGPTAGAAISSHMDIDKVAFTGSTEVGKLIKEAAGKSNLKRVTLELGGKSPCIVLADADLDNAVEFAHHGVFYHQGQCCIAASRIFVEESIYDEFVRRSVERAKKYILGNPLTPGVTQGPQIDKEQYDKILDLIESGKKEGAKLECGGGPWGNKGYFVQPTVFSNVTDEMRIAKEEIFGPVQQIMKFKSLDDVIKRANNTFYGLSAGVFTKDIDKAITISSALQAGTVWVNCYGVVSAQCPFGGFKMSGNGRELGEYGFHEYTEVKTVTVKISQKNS
# Tau fibril ThT = tau fibrillization inhibition (ThT binding) | P10636 | recombinant tau K18 P301L, heparin-induced fibrillization, ThT fluorescence | Potency, µM (top dose mostly 57.4 µM), for the others: at the highest dose activity, negative = inhibition, hits mostly inhibitors | hit rate 2.1% among 270,000 | AID 1460; note: nearly all actives have a fitted effect of over 55% in size
# Target sequence (P10636 561-689 P618L limits assumed): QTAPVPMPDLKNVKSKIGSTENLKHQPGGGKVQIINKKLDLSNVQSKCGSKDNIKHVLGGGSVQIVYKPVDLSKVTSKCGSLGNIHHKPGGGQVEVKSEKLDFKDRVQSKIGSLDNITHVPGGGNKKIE
#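 Using a mix of unlabeled (15 uM) and Alexa 594-labeled (0.24 uM) tau K18 P301L, heparin-triggered fibrillization over 6 hr at 37 C was scored by ThT fluorescence.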
# TRb-SRC2 inh = disrupts binding of human TR beta to SRC2 | hit rate 0.065% among 280,000 | Potency, µM (titrated, usually from 106 µM), for the others: at the top dose activity change, negative = inhibition, usual class: inhibitors | TRbeta-SRC2 peptide binding, fluorescence polarization; receptor liganded with 1 µM T3;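 note: plate controls were bound peptide for no effect and peptide without receptor for full effect; nearly all actives have a fitted effect of over 50% in size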
#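 A fluorescence polarization screen tested compounds at multiple concentrations against complex formation between 0.6 uM TRb ligand-binding domain and 20 nM Texas Red SRC2 peptide, with 1 uM T3 present; readout after 5 hr.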
# TexasRed fluor = counter-screen for TRb-SRC2 inhibitors: fluorescence interference; TRb/SRC2 Texas Red total fluorescence interference; Potency, µM (series often up to 106 µM), without a hit: at the highest dose fluorescence change, negative = quenching; hit rate 0.29% among 280,000; AID 1479; active = well fitted curve in either direction with a large enough effect; inconclusive = small, poorly fitted or top-dose-only effect
#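 Human TRb ligand-binding domain at 0.6 uM with 20 nM Texas Red SRC2 peptide in Tris buffer containing 1 uM T3 and 5% DMSO, incubated with compound 5 h at ambient temperature. Total fluorescence (555/632 nm) calculated as parallel + 2 × perpendicular.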
# Tau fluor cs = counter-screen for tau fibril formation inhibitors | tau K18 P301L Alexa594 fluorescence, heparin fibrillization | Potency, µM (titrated, usually from 57.7 µM), without a hit: at the highest dose activity change, negative = decrease | hit rate 0.93% among 280,000; note: nearly all actives have a fitted effect of over 55% in size
#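 Human tau K18 P301L (15 uM unlabeled, 0.24 uM Alexa 594-labeled) in 100 mM sodium acetate pH 7 with 20 uM heparin, 6 hr at 37 C. ThT 30 uM added, 1 hr ambient; Alexa 594 FP and total fluorescence read at 555/632 nm.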
# L3MBTL1 inh = blocks human L3MBTL1; Q9Y468; AID 485360; hit rate 0.66% among 230,000; AlphaScreen L3MBTL1–H3K9me1 peptide binding; Potency, µM (titrated, usually from 57.1 µM), inactives show at the top dose activity, negative = inhibition, usual class: inhibitors; note: nearly all actives have a fitted effect of over 60% in size
#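 AlphaScreen proximity signal between nickel-chelate acceptor and streptavidin donor beads (final 10 ug/mL) reports binding of 50 nM L3MBTL1 to 75 nM biotin-H3 K9me1 peptide; complex incubated with compounds 30 min at room temperature; cefsulodin titration as control.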
# GLA spleen mod = alpha-galactosidase A (human) modulation | P06280 | AID 2107 | human spleen homogenate, 4MU-alpha-Gal fluorescence, 40 min | hit rate 0.008% among 240,000 | Potency, µM (doses to about 80 µM), without a hit: at the highest dose activity change, negative = inhibition, most hits filed as inhibitors;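 note: 0% = enzyme with vehicle and -100% = no enzyme basal signal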
# Target sequence (P06280 32-429 limits assumed): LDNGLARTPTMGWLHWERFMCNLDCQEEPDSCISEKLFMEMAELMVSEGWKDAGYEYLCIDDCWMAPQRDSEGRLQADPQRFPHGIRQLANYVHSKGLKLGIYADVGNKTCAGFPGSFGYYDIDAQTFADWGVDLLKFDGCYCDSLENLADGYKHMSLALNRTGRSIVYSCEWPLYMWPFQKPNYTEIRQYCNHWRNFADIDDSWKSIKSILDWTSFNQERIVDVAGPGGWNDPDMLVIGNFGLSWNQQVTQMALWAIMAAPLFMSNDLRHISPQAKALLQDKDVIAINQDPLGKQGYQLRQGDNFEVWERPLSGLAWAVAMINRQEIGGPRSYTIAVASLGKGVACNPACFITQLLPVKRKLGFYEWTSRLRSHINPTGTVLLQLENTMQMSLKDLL
#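 Human spleen homogenate (1 ug) was the enzyme source, with 4-methylumbelliferyl-alpha-D-galactopyranoside (1 mM final) in pH 5.0 citrate buffer with 0.01% Tween-20. Compounds were titrated; after 40 min at 37C, NaOH/glycine stop, 4-MU fluorescence read; AC50 from Hill fits.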
# Tau FP inhib = blocks human tau fibril formation measured by polarization; AID 1468; Potency, µM (titrated, usually from 57.7 µM), for the others: at the top dose activity, negative = inhibition, usual class: inhibitors; hit rate 0.39% among 280,000; K18 P301L tau heparin fibrillization, Alexa594 FP, 6 h; note: nearly all actives have a fitted effect of over 55% in size
#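 FP of Alexa 594-tau after heparin (20 uM) induction. Substrate: human K18 P301L, 15 uM unlabeled, 0.24 uM labeled. Buffer 100 mM sodium acetate pH 7. 6 hr, 37 C.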
# * = called active by the depositor; ? = inconclusive; . = not tested or not shown; & = joins results of further samples; ! = not confirmed by another sample; [ ] = another dose, or the depositor's remark. Unless noted, calls come from the whole dose curve; as a rule, active = well fitted curve in the direction sought with a large enough effect; inconclusive = small, poorly fitted or top-dose-only effect, or another doubt; inactive = no such curve, though single readings can be large; an effect the other way counts as inactive or inconclusive. Unless noted, % is set by controls: 0 for no effect and ±100 for the full control effect; potency is the fitted concentration of half-maximal effect. An excerpt; count on the stated rates, not on these rows.
SMILES,ALDH1A1 inh,Tau fibril ThT,TRb-SRC2 inh,TexasRed fluor,Tau fluor cs,L3MBTL1 inh,GLA spleen mod,Tau FP inhib
C=C/C(=C/C(=O)C[C@H](C)C[C@@H](C)CC[C@H](O)[C@H](C)C(=O)C[C@@H](O)[C@H](C)[C@@H](C)OC(=O)C[C@@H](O)C1=C(C)C(=O)OC1=O)CC,?,-14%[11.5 µM],4%[11.2 µM],?,0%[11.6 µM],.,-14%[17.5 µM],1%[11.6 µM]
CCn1cc(C(=O)N2CCOCC2)c2ccccc21,8%,1%,8%,-1%,-2%,.,-3%,-5%
CCOc1ccc(NC(=O)c2cccn(Cc3cccc(Cl)c3)c2=O)cc1,.,-5%,0%,-32%,-15%,.,.,?
Cc1ccc(-c2nc3ccccc3c(=O)n2-c2ccc(Br)cn2)cc1,?,-2%,-5%,-1%,-16%,2%,3%,-7%
C/C(=N\N1CCCCCC1)c1c(O)n(-c2ccccc2)c(=O)[nH]c1=O,?,7%,3%[53 µM],-2%[53 µM],9%,11%,6%,1%
Cc1cc(N2C(=O)C3CCCN3C2c2cccc(Cl)c2)no1 (stereo unspecified),-7%,-9%,-17%,-2%,0%,-1%,-1%,8%
CCOP(=O)(OCC)/C(C#N)=C/c1ccc(Br)cc1,2%,-8%,4%,-2%,-2%,6%,11%,13%
Brc1ccccc1-c1ccccc1,?,.,1%,0%,.,3%,0%,.
CCC(=NCc1cccnc1)c1c(O)n(-c2ccccc2C)c(=O)[nH]c1=O,.,-7%,1%,0%,-6%,0%,-2%,8%
O=[N+]([O-])c1ccccc1O,16%,.,7%,-2%,.,.,-1%,.
O=C(O)CC1OCC=C2CN3CCC45C6=CC(=O)C(=O)C([N+](=O)[O-])=C6NC4C1C2CC35 (stereo unspecified),8%,7.1µM*,?,-11%,?,25µM*,-12%,?
Cc1nc2sccc2c(=O)n1-c1ccccc1Cl,?,10%,-23%,1%,-2%,-1%,0%,2%
O=C1N=C(N2CCCCC2)SC1=C1CCCCC1,8.9µM*,?,-3%,4%,-15%,.,4%,-15%
NC1CC1c1ccccc1 (stereo unspecified),-6%,-14%,0%,0%,-15%,.,-6%,-1%
C=C1CC[C@H](O)C/C1=C/C=C1\CCC[C@]2(C)[C@@H]([C@H](C)CCCC(C)C)CC[C@@H]12,?,22µM*,-14%&-4%,3%&-1%,-22%,.,-2%&-5%,?
COC(=O)C12CC3=CCC4C(=O)N(c5ccccc5)C(=O)C4C3Cc3ccccc3[C@@H]1CNC2=O (stereo partly specified),-7%,-1%,16%,-3%,-5%,.,0%,-3%
CC1C(=O)OC2O[C@]3(C)CC[C@H]4C(C)CCC1[C@]24OO3 (stereo partly specified),?,-3%,2%,0%,-1%,.,6%,3%
CCOc1ccc(CN(CCCl)CCCl)cc1C(=O)OC,-6%,-6%,-10%,0%,4%,8%,5%,0%
COc1ccccc1[As](=O)(O)CC(O)COc1ccc(Cl)cc1Cl (stereo unspecified),.,-8%,7%,-6%,8%,.,0%,8%
Cc1cc(C)cc(N2C(=O)NC(=O)/C(=C\c3cc(C)n(C)c3C)C2=O)c1,-2%,0%,-6%,-2%,2%,-8%,3%,-11%
COC(=O)[C@@H]1C[C@H]1[C@@H](NP(=O)(c1ccccc1)c1ccccc1)c1ccccc1,10%&-11%,-2%&-5%,0%&12%,-1%&-6%,-2%&-7%,-3%,2%&7%,1%&6%
N=C1c2ccccc2CN1NC(=O)c1ccc(F)cc1,3%,0%,-3%,-4%,10%,5%,-15%,0%
C=C(C)C1Cc2c(ccc3c(=O)c4c(oc23)COc2cc(OC)c(OC)cc2-4)O1 (stereo unspecified),11%&4%,-15%&-14%,9%&3%,-2%&-6%,-9%&-7%,.,-10%&2%,-3%&4%
C=CCN1C(=O)NC(=O)/C(=C/c2ccoc2)C1=O,?,?,-5%,1%,-15%,22µM*,-10%,?
CC(=O)Nc1ccc(S(=O)(=O)NC(CC(=O)N2CCC3(CC2)OCCO3)C(C)C)cc1 (stereo unspecified),4%,6%,7%,1%,4%,5%,1%,-2%
COc1ccc(N/N=C/c2c(O)n(-c3cccc(C)c3)c(=O)[nH]c2=O)cc1,3.2µM*,?,5%[53 µM],0%[53 µM],-23%,-8%,0%,-13%
CCCN(CCC)[C@@H]1CCc2ccc(O)cc2C1,-4%&-3%,0%&-2%,5%&2%,-11%&-1%,-2%&-6%,.,-14%&-17%,0%&-6%
Cc1cc(C)n2c(Br)c(CN3CC4CC(C3)c3cccc(=O)n3C4)nc2n1 (stereo unspecified),2%,-7%,4%,0%,-3%,2%,6%,9%
Cc1ccc2[nH]c(C)c(CCNC(=O)c3cc4cc([N+](=O)[O-])ccc4oc3=O)c2c1,-1%,?,1%,0%,?,-4%,2%,13%
O=C1NC(=S)N(C2CC2)C(=O)/C1=C/c1ccc2c(c1)CCN2CCCCl,0.89µM*,?,4%,-14%,-18%,32µM*,1%,?
O=C(/C=C/c1cccs1)c1cc(Cl)ccc1OC(=O)N1CCOCC1,?,-15%,3%,-2%,-6%,-11%,-3%,-5%
Cc1oc(-c2ccc(F)cc2F)nc1CN1C[C@@H]2C[C@@H](C1)c1cccc(=O)n1C2,-1%,-9%,-10%,-3%,-3%,-9%,-5%,2%
CCN1C(=O)/C(=C\c2ccc([N+](=O)[O-])s2)C(=O)NC1=S,27%,3.5µM*,10%,1%,?,.,-2%,?
CC1(C)COC(Nc2cccc(Cl)c2)=N1,-1%,1%,0%,-2%,-4%,.,7%,4%
O=C(Nc1ccc2c(c1)OCCO2)c1cccn(Cc2ccccc2)c1=O,.,?,2%,1%,?,.,.,-3%
NC(Cc1cc(O)c(O)cc1O)C(=O)O (stereo unspecified),11µM*,14µM*,13%,11µM*[quencher],?,0.16µM*,4%,?
Cn1cc(C(=O)c2ccccc2)c2ccccc21,-10%,-13%,1%,0%,-18%,.,-1%,4%
Nc1ccccc1C(=O)OC1CSC1,?,4%,7%,-2%,10%,3%[11.4 µM],-7%,4%
CN(C)P1(N(C)C)=NC(C(F)(F)F)=NC(C(F)(F)F)=N1,6%,-1%,-29%,-1%,0%,.,-11%,7%
COc1cccc(N2C(=O)NC(=O)C3(Cc4cc(C)ccc4N(C)C3)C2=O)c1 (stereo unspecified),20µM*,?,-5%,-2%,-3%,2%,11%,1%
COc1cc2c(cc1OC)[C@@H]1C(=O)c3ccc(O)c(CC=C(C)C)c3OC1CO2 (stereo partly specified),9%,-3%,-9%,-1%,-15%,.,5%,4%
c1nc2nc3c(c(N4CCNCC4)n2n1)CCCC3,.,-11%,-6%,-1%,-12%,.,6%,4%
Cc1ncsc1CCCl,-8%,-1%&-2%,1%&-10%,0%&1%,-4%&1%,.,4%&-6%,-5%&-3%
Nc1ccc(Br)cc1,?,.,-3%,0%,.,.,7%,.
CCN(CC)C(=O)c1ccc(NC(=O)Nc2ccccc2F)cc1,-1%,0%,-9%,-1%,-6%,2%,-18%,5%
N#CC(C#N)=NNc1ccc([N+](=O)[O-])cc1,.,.,6%,-4%,?,.,-1%,0%
CC(=O)c1ccc(NC(=O)c2cc(CC(C)C)on2)cc1,-10%,?,8%,2%,-7%,2%,9%,2%
N#CC(C#N)=Cc1cc(O)c(O)c([N+](=O)[O-])c1,20µM*!,18µM*,-6%&3%,-4%&-3%,?,.,-2%&2%,?
CCC(=NCCN1CCOCC1)c1c(O)n(-c2ccccc2C)c(=O)[nH]c1=O,?,-18%,11%,-4%,-5%,0%,0%,-9%
O=C(NCCCN1CCOCC1)C(Cl)(Cl)Cl,12%,5%,-2%,-1%,8%,3%,-3%,2%
O=C(O)c1ccccc1S,-9%,?,-4%,-4%,-12%,5%,0%,-14%
CC1CC2(O)c3nonc3CCC2N1O (stereo unspecified),?,-12%,-2%,0%,2%,.,0%,7%
O=c1[nH]c(=O)n(CCc2ccc(F)cc2)c(O)c1C=NCc1ccc2c(c1)OCO2,11%,-4%,4%,-5%,-3%,-10%,-6%,?
O=c1[nH]c(=O)n(-c2ccc(Br)cc2)c(O)c1C=NC(CO)(CO)CO,.,.,11%,-3%,-20%,.,0%,-8%
CCCCC#N,3%,.,1%,-2%,.,.,-21%,.
COC(=O)CN1C(=O)CN=C(c2ccccc2Cl)c2cc(Br)ccc21,14%,-3%,0%,-2%,-11%,-7%,2%,-2%
CNCCc1c[nH]c2ccc(O)cc12,2%,-9%&-8%,-2%&-1%,-5%&1%,-13%&-9%,.,5%&5%,-15%&-3%
NC(=NCCc1ccc(I)cc1)SCCCc1cnc[nH]1,-2%&4%,-2%&-5%,-4%&3%,0%&-1%,-5%&-15%,.,-3%&-2%,-3%&-6%
CCOP(=O)(OCC)C(NC(=O)c1cccc(C)c1)C(Cl)(Cl)Cl (stereo unspecified),3%,6%,0%,-3%,11%,8%,-12%,10%

# Another view of some results above.
O=c1[nH]c(=O)n(-c2ccc(Br)cc2)c(O)c1C=NC(CO)(CO)CO
  ALDH1A1 inh = .	Tau fibril ThT = .	TRb-SRC2 inh = 11%	TexasRed fluor = -3%	Tau fluor cs = -20%	L3MBTL1 inh = .	GLA spleen mod = 0%	Tau FP inhib = -8%
O=c1[nH]c(=O)n(CCc2ccc(F)cc2)c(O)c1C=NCc1ccc2c(c1)OCO2
  ALDH1A1 inh = 11%	Tau fibril ThT = -4%	TRb-SRC2 inh = 4%	TexasRed fluor = -5%	Tau fluor cs = -3%	L3MBTL1 inh = -10%	GLA spleen mod = -6%	Tau FP inhib = ?
CCOP(=O)(OCC)C(NC(=O)c1cccc(C)c1)C(Cl)(Cl)Cl (stereo unspecified)
  ALDH1A1 inh = 3%	Tau fibril ThT = 6%	TRb-SRC2 inh = 0%	TexasRed fluor = -3%	Tau fluor cs = 11%	L3MBTL1 inh = 8%	GLA spleen mod = -12%	Tau FP inhib = 10%
CC1CC2(O)c3nonc3CCC2N1O (stereo unspecified)
  ALDH1A1 inh = ?	Tau fibril ThT = -12%	TRb-SRC2 inh = -2%	TexasRed fluor = 0%	Tau fluor cs = 2%	L3MBTL1 inh = .	GLA spleen mod = 0%	Tau FP inhib = 7%
